FEN1 inhibitor – human FEN1 inhibition | Potency, µM (titrated, usually from 114 µM), for inactives: top-dose activity change, negative = inhibition, usual class: inhibitors | Recombinant FEN1 flap cleavage, fluorescence, 15 min | 390,000 tested, 0.35% active | AID 588795; further: nearly all actives have a fitted effect of over 65% in size
Target sequence (P39748 whole entry, looked up): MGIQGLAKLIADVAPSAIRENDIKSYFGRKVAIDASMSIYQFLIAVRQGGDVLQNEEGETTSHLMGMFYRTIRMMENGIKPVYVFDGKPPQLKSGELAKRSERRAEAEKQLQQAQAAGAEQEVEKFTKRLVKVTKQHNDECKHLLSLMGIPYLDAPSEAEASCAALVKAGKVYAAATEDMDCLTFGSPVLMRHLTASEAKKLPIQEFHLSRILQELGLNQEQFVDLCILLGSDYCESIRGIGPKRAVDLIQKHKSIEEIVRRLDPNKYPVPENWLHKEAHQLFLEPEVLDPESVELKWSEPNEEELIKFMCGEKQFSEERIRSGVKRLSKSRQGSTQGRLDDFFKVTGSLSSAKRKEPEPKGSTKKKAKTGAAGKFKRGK
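Potency values derive from four-parameter Hill fits of normalized qHTS data. The reaction used 10 nM FEN1 preincubated 15 min at room temperature with compound, then 50 nM DNA substrate, read at 0 and 15 min.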
KAT2A inh – inhibitors of human GCN5L2 histone acetyltransferase; Q92830; GCN5L2 HAT assay, ThioGlo1 CoA-SH fluorescence; Potency, µM (series often up to 58.9 µM), inactives show top-dose activity change, negative = inhibition, usual class: inhibitors; 390,000 tested, 0.21% active
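Enzyme at 20nM final was mixed with library compounds for 15 min at room temperature. Peptide H3(1-25) at 75uM, acetyl-CoA at 70uM and ThioGlo1 at 50uM were then added. Plates were read immediately and after 20 min (Ex340nm/Em540nm).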
N370S GC mod – inhibitors or activators of N370S glucocerebrosidase for Gaucher disease | N370S GC spleen homogenate, 4MU-glucoside fluorescence | 330,000 tested, 0.092% active | Potency, µM (titrated, usually from 59.4 µM), inactives show top-dose activity change, negative = inhibition, usual class: inhibitors;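 further: 0% = full enzyme activity and -100% = no enzyme basal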
Active calls of the source: *. The call rests on the fitted dose curve; in most records, active means well fitted curve in the direction sought with a large enough effect; inconclusive means small, poorly fitted or top-dose-only effect, or another doubt; inactive means no such curve, though single readings can be large; an effect the other way counts as inactive or inconclusive. Unless noted, on the % scale 0 is the no-effect control and ±100 the full control effect; potency means the concentration at half of the fitted maximal effect.

`CCC(Sc1nc2n[nH]c(C)c2c(=N)n1-c1cc(Cl)ccc1C)C(=O)N1CCOCC1` (stereo not drawn) gave FEN1 inhibitor 5%, KAT2A inh 0% and N370S GC mod 2%.
CCCNC(=O)Cn1cnc([N+](=O)[O-])n1 was read as FEN1 inhibitor 9%, KAT2A inh -1% and N370S GC mod -2%.
For COc1cccc(N/N=C/c2cccc(Br)c2O)c1 the results were FEN1 inhibitor -2%, KAT2A inh -13% and N370S GC mod 1%.
Cc1ccc(C)c(SCC(=O)Nc2ccc(S(=O)(=O)Nc3ncccn3)cc2)c1 was read as FEN1 inhibitor -2%, KAT2A inh -4% and N370S GC mod 1%.
O=C(CN1C(=O)NC2(CCCCCC2)C1=O)NCc1ccc(F)cc1 was read as FEN1 inhibitor -1% and KAT2A inh 0%.
Screening CC(C)(C)c1ccc(C(=O)Nc2ccccc2NC(=O)c2ccco2)cc1 returned FEN1 inhibitor -2%, KAT2A inh -11% and N370S GC mod 17%.
For Cc1ccc(NC(=O)c2cc(S(=O)(=O)NCCc3ccc(Cl)cc3)ccc2F)cc1 the results were FEN1 inhibitor -8% and KAT2A inh 1%.
Cc1ccc(OCC(=O)N2CCN(S(C)(=O)=O)CC2)cc1 was read as FEN1 inhibitor -10%, KAT2A inh -3% and N370S GC mod -3%.
`O=C(Cn1nnc2ccccc21)NC1CCCCC1` gave FEN1 inhibitor -5%, KAT2A inh 1% and N370S GC mod -6%.
Screening COc1ccc(CNc2ccc3c(c2)ncn3C)cc1OC returned FEN1 inhibitor 5%, KAT2A inh -11% and N370S GC mod 0%.
CCc1cccc(CC)c1NC(=O)COC(=O)CC1c2ccccc2CCN1S(=O)(=O)c1ccc(F)cc1 (stereo not drawn) was read as FEN1 inhibitor 11%, KAT2A inh -2% and N370S GC mod 7%.
CCc1cc(=O)oc2cc(C)cc(OCC(=O)NC(Cc3c[nH]c4ccc(O)cc34)C(=O)O)c12 (stereo not drawn) was read as FEN1 inhibitor 11%, KAT2A inh -16% and N370S GC mod -7%.
For Cc1ccc(C2=N/C(=C/c3cccs3)C(=O)N2Nc2ccccc2)cc1 the results were FEN1 inhibitor inconclusive, KAT2A inh -8% and N370S GC mod 30%.
`CCOc1ccc(-n2c(SCC(=O)Nc3ccccc3OC)nc3c(oc4ccccc43)c2=O)cc1` gave FEN1 inhibitor -11% and KAT2A inh -5%.
Cc1ccc(Oc2ccc(S(=O)(=O)N3CCOCC3)cc2C(N)=O)cc1C was read as FEN1 inhibitor 0%, KAT2A inh 1% and N370S GC mod -10%.
O=C(COc1ccc(F)cc1)OCCN1CCOCC1 was read as FEN1 inhibitor 6%, KAT2A inh -3% and N370S GC mod 10%.
Screening CCc1ccc(NC(=O)Cn2c(=O)n(CCCCC(=O)NCc3ccc4c(c3)OCO4)c(=O)c3ccccc32)cc1 returned FEN1 inhibitor -2% and KAT2A inh 3%.
`COc1ccc(CCNC(=O)c2c[nH]c3ccccc3c2=O)cc1OC` gave FEN1 inhibitor 6%, KAT2A inh -11% and N370S GC mod 13%.
Screening COc1ccc(OC)c(NS(=O)(=O)c2c(C)nc3sccn3c2=O)c1 returned FEN1 inhibitor -7%, KAT2A inh -1% and N370S GC mod 0%.
For COc1ccc(NC(=O)Cn2c(=O)c3cccn3c3ccccc32)cc1 the results were FEN1 inhibitor 5% and KAT2A inh -7%.
`CC(/C=N/NC(=O)C(O)c1ccccc1)=C\c1ccccc1` (stereo not drawn) gave FEN1 inhibitor 1%, KAT2A inh -8% and N370S GC mod 0%.
COCCNC(=S)N1CCC(NC(=O)C23CC4CC(CC(C4)C2)C3)CC1 was read as FEN1 inhibitor 5%, KAT2A inh -4% and N370S GC mod -9%.
`CCNC(=O)COC(=O)CNC(=O)c1cc(Cl)cc([N+](=O)[O-])c1` gave FEN1 inhibitor 1%, KAT2A inh -7% and N370S GC mod 10%.
Screening COc1ccc(-c2cc(C(=O)Nc3ccc(S(=O)(=O)Nc4onc(C)c4C)cc3)c3ccccc3n2)cc1 returned FEN1 inhibitor -8%, KAT2A inh -19% and N370S GC mod 4%.
CC(C)(C)c1csc(CS(=O)(=O)c2ccccn2)n1 was read as FEN1 inhibitor 14%, KAT2A inh 3% and N370S GC mod 18%.
Screening Cc1cn(CC2COC(C)(C)O2)c(=O)[nH]c1=O (stereo not drawn) returned FEN1 inhibitor 0%, KAT2A inh -3% and N370S GC mod -1%.
`Cc1ccc(S(=O)(=O)N/N=C/c2c[nH]c3ccccc23)cc1` gave FEN1 inhibitor 9%, KAT2A inh -10% and N370S GC mod 9%.
For COc1ccc(CNCc2cccc3ccccc23)cc1 the results were FEN1 inhibitor 0%, KAT2A inh -8% and N370S GC mod inconclusive.
Cc1ccc(O)c(N=Cc2cccs2)c1 was read as FEN1 inhibitor -7%, KAT2A inh -2% and N370S GC mod -8%.
Screening CC(=O)c1ccc(S(=O)(=O)N2CCn3cccc3C2C)cc1 (stereo not drawn) returned FEN1 inhibitor 14% and KAT2A inh -13%.

Filtered by structure: the entries above containing a Cl atom (3)
`CCC(Sc1nc2n[nH]c(C)c2c(=N)n1-c1cc(Cl)ccc1C)C(=O)N1CCOCC1` (stereo not drawn) gave FEN1 inhibitor 5%, KAT2A inh 0% and N370S GC mod 2%.
For Cc1ccc(NC(=O)c2cc(S(=O)(=O)NCCc3ccc(Cl)cc3)ccc2F)cc1 the results were FEN1 inhibitor -8% and KAT2A inh 1%.
`CCNC(=O)COC(=O)CNC(=O)c1cc(Cl)cc([N+](=O)[O-])c1` gave FEN1 inhibitor 1%, KAT2A inh -7% and N370S GC mod 10%.

(next part)
O=c1[nH]nc(Cc2ccc(Cl)cc2Cl)c2ccccc12 was read as FEN1 inhibitor 0%, KAT2A inh -15% and N370S GC mod 15%.
For COc1ccc(/C(C)=N/NC(=O)CNC(=O)c2cccnc2)c(OC)c1 the results were FEN1 inhibitor -14%, KAT2A inh 23% and N370S GC mod 8%.
Screening Cc1ccc(N2CC(C(=O)NCCC3=CCCCC3)CC2=O)cc1 (stereo not drawn) returned FEN1 inhibitor 7%, KAT2A inh -11% and N370S GC mod 3%.
For CCOC(=O)[C@H]1[C@H]2COc3ccc(Br)cc3[C@@H]2N2C(=O)c3ccc(F)cc3NC(=O)[C@@]12C the results were FEN1 inhibitor 0%, KAT2A inh -8% and N370S GC mod inconclusive.
For N#CCCN(CCC#N)C(=O)c1ccc(Cl)cc1 the results were FEN1 inhibitor -3%, KAT2A inh -2% and N370S GC mod 4%.
C[C@@H]1CN(Cc2nc(-c3cccs3)no2)C[C@H](C)O1 was read as FEN1 inhibitor -3%, KAT2A inh -13% and N370S GC mod -10%.
For O=C(O)CCCCCN1C(=O)/C(=C/c2ccncc2)SC1=S the results were FEN1 inhibitor -3%, KAT2A inh -7% and N370S GC mod -19%.
CN1CCN(c2nc(-c3cccc([N+](=O)[O-])c3)nc3ccccc23)CC1 was read as FEN1 inhibitor inconclusive, KAT2A inh -3% and N370S GC mod -16%.
Screening COc1cc(NC(=O)CSCc2cnn(-c3ccccc3)c2-n2cccc2)cc(OC)c1 returned FEN1 inhibitor -3%, KAT2A inh -4% and N370S GC mod 26%.
For Cc1cc(=O)oc2cc(OCC(=O)NC3(C#N)CCCCC3)c(Cl)cc12 the results were FEN1 inhibitor -4%, KAT2A inh -6% and N370S GC mod -2%.
CCOC(=O)C1=CN(Cc2ccco2)S(=O)(=O)N(CC)C1c1cccc(OC)c1 (stereo not drawn) was read as FEN1 inhibitor -6% and KAT2A inh -10%.
`CCCN1C(=O)c2cc(C(=O)NCc3cccs3)ccc2C1O` (stereo not drawn) gave KAT2A inh -8% and N370S GC mod 4%.
For Cc1csc2c(N3CCN(C(=S)Nc4ccc(F)cc4F)CC3)ncnc12 the results were FEN1 inhibitor -1%, KAT2A inh -12% and N370S GC mod 2%.
Screening CCN(Cc1ccncc1)Cc1nc(-c2ccc(C(=O)OC)cc2)no1 returned FEN1 inhibitor -13%, KAT2A inh -2% and N370S GC mod -23%.
O=C1C=C(c2ccc3c(c2)OCCO3)C[C@@H](c2ccc(F)cc2)C1 was read as FEN1 inhibitor -29% and KAT2A inh -3%.
For COc1ccc2c(c1)c(-c1csc(N)n1)c(C)n2C the results were FEN1 inhibitor -7%, KAT2A inh -5% and N370S GC mod -19%.
`CCOC(=O)C1CCCN(CCC(=O)Nc2cc(C)ccc2C)C1` (stereo not drawn) gave FEN1 inhibitor 18%, KAT2A inh 0% and N370S GC mod -10%.
Screening Cc1cccc(C)c1NC(=O)COc1ccc2c(C)c(Cc3ccccc3)c(=O)oc2c1C returned FEN1 inhibitor -3%, KAT2A inh -5% and N370S GC mod -5%.
`COc1cccc(NC(=O)N2CCCC2C(=O)Nc2cc(C)ccc2OC)c1` (stereo not drawn) gave FEN1 inhibitor 2%, KAT2A inh -6% and N370S GC mod -10%.
Screening COc1ccc(NS(=O)(=O)c2cc(C(=O)Nc3ccccc3C(=O)O)ccc2C)cc1 returned FEN1 inhibitor 7%, KAT2A inh -20% and N370S GC mod 2%.
Screening CNC(=S)NNC(=O)c1cccs1 returned FEN1 inhibitor -3%, KAT2A inh 4% and N370S GC mod 6%.
For COc1ccccc1C(C)NC(=O)c1ccc(C)o1 (stereo not drawn) the results were FEN1 inhibitor -13%, KAT2A inh -5% and N370S GC mod 24%.
Cn1c(SCc2ccccc2Cl)nc2c1c(=O)[nH]c(=O)n2C was read as FEN1 inhibitor -11%, KAT2A inh 1% and N370S GC mod -4%.
Screening N/N=C(\Cc1cscn1)c1ccc(O)cc1O returned FEN1 inhibitor -3%, KAT2A inh -11% and N370S GC mod -7%.
For CN(C(=O)CN1C(=O)NC2(CCc3ccccc32)C1=O)C1CCCCC1 (stereo not drawn) the results were FEN1 inhibitor 11% and KAT2A inh 1%.
Screening CCN1CCN(c2ccc(Nc3ccnc4ccccc34)cc2)CC1 returned FEN1 inhibitor -27% and KAT2A inh 2%.
Screening O=P(COCCOCCOCP(=O)(c1ccccc1)c1ccccc1)(c1ccccc1)c1ccccc1 returned FEN1 inhibitor -3%, KAT2A inh inconclusive and N370S GC mod 11%.
O=C(Nc1cccnc1)c1cnn2cccnc12 was read as FEN1 inhibitor 14%, KAT2A inh 3% and N370S GC mod 2%.
Screening O=C(c1ccc2c(c1)OCCO2)N1CCN(S(=O)(=O)c2c(F)cccc2F)CC1 returned FEN1 inhibitor 1% and KAT2A inh -1%.
Screening O=C(Nc1ccccc1Cl)Nc1ccnn1C1CCN(C(=O)CCN2CCCO2)CC1 returned FEN1 inhibitor -8%, KAT2A inh -4% and N370S GC mod -18%.

Sorted by heavy-atom count (rising): some entries from above
Screening N/N=C(\Cc1cscn1)c1ccc(O)cc1O returned FEN1 inhibitor -3%, KAT2A inh -11% and N370S GC mod -7%.
For COc1ccccc1C(C)NC(=O)c1ccc(C)o1 (stereo not drawn) the results were FEN1 inhibitor -13%, KAT2A inh -5% and N370S GC mod 24%.
Screening O=P(COCCOCCOCP(=O)(c1ccccc1)c1ccccc1)(c1ccccc1)c1ccccc1 returned FEN1 inhibitor -3%, KAT2A inh inconclusive and N370S GC mod 11%.

No new results follow: an excerpt of the list.
Screening CCN1CCN(c2ccc(Nc3ccnc4ccccc34)cc2)CC1 returned FEN1 inhibitor -27% and KAT2A inh 2%.
Screening O=P(COCCOCCOCP(=O)(c1ccccc1)c1ccccc1)(c1ccccc1)c1ccccc1 returned FEN1 inhibitor -3%, KAT2A inh inconclusive and N370S GC mod 11%.

(list continues)
For CC(CCc1ccco1)NC(=O)Cn1ncc2c(=O)oc3ccccc3c21 (stereo not drawn) the results were FEN1 inhibitor 15%, KAT2A inh -1% and N370S GC mod 5%.
For O=C(CCN1C(=O)C2CC=CCC2C1=O)OCC(=O)c1ccc(F)cc1 (stereo not drawn) the results were FEN1 inhibitor -5% and KAT2A inh 0%.
O=C1CC(N(CCc2ccccc2)C(=S)Nc2ccccc2)C(=O)N1c1ccc(F)cc1 (stereo not drawn) was read as FEN1 inhibitor -6%, KAT2A inh -13% and N370S GC mod 3%.
Screening CC(C)=C1C2CC2C2C(C(=O)O)C12 (stereo not drawn) returned FEN1 inhibitor -3%, KAT2A inh -6% and N370S GC mod 9%.
COc1ccc(-n2c(=O)c3c(c4cc(OC)ccc4n3C)n(C)c2=O)cc1 was read as FEN1 inhibitor -9% and KAT2A inh -2%.
Screening O=C(Nc1nnc(S(=O)(=O)N2CCc3ccccc32)s1)c1ccccc1Cl returned FEN1 inhibitor 5% and KAT2A inh -1%.
Screening Cc1nn(Cc2ccc([N+](=O)[O-])cc2)c(=O)n1-c1cccc(Cl)c1 returned FEN1 inhibitor 3%, KAT2A inh -2% and N370S GC mod -1%.
COc1ccc(NC(=S)NC2CC3CCC2C3)c(OC)c1 (stereo not drawn) was read as FEN1 inhibitor 3%, KAT2A inh -2% and N370S GC mod 1%.
CCc1c(C)c2ccc(OCC(=O)OC)cc2oc1=O was read as FEN1 inhibitor 3%, KAT2A inh -3% and N370S GC mod 8%.
`CC(C)c1ccc(NC(=O)CCNC(=O)Cn2cnc3ccccc3c2=O)cc1` gave FEN1 inhibitor 18%, KAT2A inh -4% and N370S GC mod -2%.
CC(C)Oc1ccc(C(CC(=O)N2CCOCC2)C(C)C)cc1 (stereo not drawn) was read as FEN1 inhibitor 0%, KAT2A inh 15% and N370S GC mod 2%.

Only part of the results is shown, so the mix of outcomes need not match the whole.
